# Compound activity: PubChem BioAssay, several laboratories
# human PMI inhibition = inhibitors of human PMI, primary screen, biochemical, fluorescence intensity, coupled assay (AID 1209); Mannose-6-phosphate isomerase (Homo sapiens); purified PMI enzyme, coupled fluorescence intensity; higher % means a stronger effect; inhibition, % at 20 µM, or IC50 in µM where a hit was titrated; actives 0.42% (n = 190,000);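 further: plate controls were DMSO vehicle for no effect and wells lacking substrate for full effect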
# T cell modulator = modulators of CD8 T cell-vesicle binding, primary screen, mouse 2C CD8+ T cells, flow cytometry; 2C CD8+ T cell-vesicle binding; hits give low values; calls only at 7 µM; actives 0.068% (n = 330,000);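 active means response, share of CD8 T cells binding vesicles, and their 90th percentile fluorescence all below set limits, cut at about 80% in these data, passing the limit was not always enough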
#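 Also added: QL9-peptide-loaded Drosophila micro-vesicles bearing Ld, ICAM-1 and B7-1; Test system: purified 2C TCR transgenic mouse naive CD8+ T cells; Measured by: cytometric PE anti-B7-1 and Alexa647 anti-CD8 signals after 1% paraformaldehyde fixation; Timing: binding step 1.5 h, 37 °C, antibody labelling 20 min, ice.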
# UTI89 phage lysis = inhibition of K1F phage lysis, E. coli UTI89, bacterial capsule biogenesis inhibitors, alamar blue (AID 488966) | E. coli UTI89 K1F phage lysis, alamar blue, 2 h; higher % means a stronger effect | inhibition, % at 100 µM, or IC50 in µM where a hit was titrated | actives 0.02% (n = 340,000);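 active means phage lysis inhibition, versus mean bacterial control, above a set limit; inconclusive means no clear call, values can overlap the other calls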;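 further: capsule biogenesis inhibitors block K1F phage lysis so surviving cells raise fluorescence; higher fluorescence means more inhibition of phage lysis; actives were called in the ten point dose series up to 300 µM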
# M1AAP inhibition = P. falciparum M1AAP inhibitors, biochemical, fluorogenic H-Leu-NHMec substrate, 1536-well (AID 1445); actives 0.42% (n = 220,000); recombinant M1AAP, H-Leu-NHMec fluorogenic kinetic assay; higher % means a stronger effect; inhibition, % at 30 µM, or IC50 in µM where a hit was titrated;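 active means primary inhibition above the hit cutoff, then over 50% inhibition at one or more dose response concentrations, cut at about 23% in these data, passing the limit was not always enough; inconclusive means conflicting primary data, or primary hits not chosen for dose response; inactive means low primary inhibition, or under 50% at every dose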;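 further: plate controls were DMSO full reaction for no effect and no enzyme background for full effect; strong numbers were not always called active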
# PMI inhibition = human PMI inhibitors, high substrate, primary screen, biochemical, fluorescence intensity, high mannose 6-phosphate (AID 1220); recombinant PMI enzyme, coupled fluorescence intensity; higher % means a stronger effect; one-dose inhibition, % at 20 µM; IC50 in µM for titrated hits; actives 0.66% (n = 190,000)
# West Nile antiviral = West Nile virus antiviral activity, cell-based, CPE readout (AID 1621). one-dose CPE inhibition, % at 10 µM; IC50 in µM for titrated hits. West Nile virus-infected cells, CPE inhibition; higher % means a stronger effect. actives 0.02% (n = 290,000); in the data active means a potency from the dose series; inconclusive means CPE inhibition mostly from about 3.7% at the one dose, without a potency; inactive means the rest, 99 in 100 with CPE inhibition below about 2.2%; further: strong numbers were not always called active
# TNAP activation fold = human TNAP enzyme activators, primary screen, biochemical, luminescent, no phosphate acceptor, uHTS (AID 1001); Alkaline phosphatase, tissue-nonspecific isozyme (Homo sapiens); purified TNAP, luminescent activation assay, no phosphate acceptor; higher activation fold means a stronger effect; activation fold at 20 µM; hits with a dose series show EC50 in µM; actives 0.03% (n = 200,000); in the data active means activation fold from about 3, or a potency from the dose series; inactive means the rest, 99 in 100 with activation fold below about 1.6; further: many of its hits are not listed in these tables
# RSV antiviral HEp-2 = RSV antiviral activity via CPE protection, HEp-2 cells, primary 10 µM value included (AID 2391); HEp-2 cells, RSV-induced CPE inhibition; higher % means a stronger effect; one-dose CPE inhibition, % at 10 µM; IC50 in µM for titrated hits; actives 0.13% (n = 310,000); in the data active means a potency from the dose series; inconclusive means CPE inhibition mostly from about 23% at the one dose, without a potency; inactive means the rest, 99 in 100 with CPE inhibition below about 21%; further: strong numbers were not always called active
# P. falciparum M17LAP = P. falciparum M17LAP inhibitors, primary screen, biochemical, fluorogenic H-Leu-NHMec substrate, 1536-well (AID 1619). Leucine aminopeptidase (Plasmodium falciparum (isolate 3D7)). recombinant M17LAP, H-Leu-NHMec fluorogenic kinetic assay; higher % means a stronger effect. inhibition, % at 30 µM; hits with a dose series show IC50 in µM. actives 0.38% (n = 220,000);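 active means compound inhibiting the enzyme by more than half at any dose during confirmatory dose-response retesting; inconclusive means strong single-dose inhibitors picked by rank but not retested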;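 further: plate controls were full reaction with DMSO carrier for no effect and no enzyme background for full effect; strong numbers were not always called active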
# T cell modulator vesicle-bound % = also measured in T cell modulator; calls as there; double positive events, %; measured here: CD8+ vesicle-bound cell fraction;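 binding gate set so that unloaded-vesicle control wells show 10% double positive cells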
# Starred values were filed as active, the others as inactive; i = inactive; ? = inconclusive; / = not tested or not shown. Unless noted, no stated cut-off is given here; in the data, active means inhibition above about 50%; inactive means the rest. Rows were taken by chance, and some 1.5% of all compounds hit somewhere here.
SMILES,human PMI inhibition,T cell modulator,T cell modulator vesicle-bound %,UTI89 phage lysis,M1AAP inhibition,PMI inhibition,West Nile antiviral,TNAP activation fold,RSV antiviral HEp-2,P. falciparum M17LAP
OCCNc1nc(Nc2ccccc2)nc2ccccc12,-5%,i,53,7.6%,-9%,-11%,-0.6%,1.1,3.1%,-16%
Nc1nc(SCC(=O)NCCOCCO)nc2sc3c(c12)CCCC3,5%,i,38,-2.0%,/,3%,-0.6%,1,0.5%,/
O=C(Nc1ccnn1C1CCN(CCCC2CCCC2)CC1)c1ccccc1Cl,/,i,66,0.1%,/,/,-1.3%,/,-0.5%,/
COc1cccc(CN2CCN(Cc3cc(OC)c(OC)cc3[N+](=O)[O-])CC2)c1,49%,i,47,-0.5%,8%,53%*,-0.6%,1.1,1.8%,25%
CCN(CC)c1ccc(S(=O)(=O)Nc2cc(Cl)ccc2Cl)cc1NC(=S)NC(=O)C1CCCC1,17%,i,23,7.4%,2%,8%,-1.0%,1,5.1%,12%
O=c1c2ccccc2c(/C=N/c2nnc(Cc3ccccc3)s2)c(O)n1-c1ccc(Cl)cn1,-26%,i,39,-5.3%,6%,-52%,-0.1%,0.8,1.9%,-14%
CC(C)c1ccc(COc2ccc(C(=O)N3CCOCC3)cc2)cc1,9%,i,61,0.2%,-8%,8%,-1.1%,1.1,1.7%,15%
CC(=O)c1ccc(NC(=O)C2C3C=CC(O3)C2C(=O)O)cc1 (stereo not drawn),/,i,9,0.4%,/,/,0.5%,/,1.6%,/
Cc1nc(N2CCc3ccccc3C2)[nH]c(=O)c1CCC(C)C,-5%,i,20,1.1%,6%,-7%,-0.6%,1.1,0.7%,-11%
CCN(CC)c1ccc2cc(S(=O)(=O)c3ccc(C)cc3)c(=O)oc2c1,12%,i,37,3.0%,1%,23%,-0.4%,1,1.2%,-24%
CCCCC(=O)Nc1nc(C)c(-c2csc(Nc3cc(Cl)ccc3OC)n2)s1,-8%,i,36,-0.2%,2%,-26%,-1.1%,1.1,31%,5%
CCC(=O)N(CCC(c1ccco1)c1ccccc1OC)Cc1cccs1 (stereo not drawn),6%,i,47,0.1%,10%,10%,-1.4%,1.2,14%,7%
O=C(CCCN1C(=O)c2cccnc2C1=O)Nc1ccccc1F,-12%,i,49,0.3%,-13%,-7%,0.1%,1,-1.0%,-3%
CCOC(=O)c1sc(NC(=O)COC(=O)Cn2cnc3ccccc32)c(C(=O)OCC)c1C,3%,i,31,2.2%,9%,2%,/,1,3.8%,-2%
O=C(OCn1ncc(Cl)c(Cl)c1=O)c1ccccc1Cl,4%,i,22,-0.3%,5%,1%,-2.4%,1.1,-4.1%,1%
CCCC(=O)Nc1nn(CCC)c2nc3ccccc3cc12,1%,i,17,0.3%,6%,-6%,-0.1%,1.3,-1.3%,14%
Cc1cc(OCc2cc(C(=O)NC(C)c3c(C)nn(C)c3C)no2)cc(C)c1Cl (stereo not drawn),/,i,62,-0.3%,/,/,2.8%,/,11%,/
Cc1nc(SCC(=O)Nc2ccc(F)cc2)c2oc3ccccc3c2n1,6%,i,45,-0.3%,0%,-4%,0.1%,1.1,0.4%,0%
Cc1cc(C)cc(NC(=S)N(C)C)c1,/,i,57,0.4%,7%,/,0.2%,/,1.2%,8%
S=c1[nH]nc(Cc2n[nH]c(=S)n2-c2ccccc2)n1-c1ccccc1,/,i,50,0.2%,/,/,0.3%,/,1.0%,/
CC(C)CNC(=O)Cn1nc(C(F)(F)F)c2c1CCCC2,7%,i,31,-0.1%,-5%,0%,-1.0%,1.1,1.3%,-5%
CC1=CC(C)(C)Nc2cc(C)c(C)cc21,29%,i,34,-0.1%,5%,56%*,-0.3%,1,4.0%,4%
COCc1cc(C)nc(SCC(=O)Oc2ccc(Cl)cc2)c1C#N,-18%,i,21,0.2%,1%,0%,-0.2%,1,0.9%,2%
O=c1c2ccccc2c(C=Nc2ccc(O)cc2)c(O)n1-c1nccs1,/,i,29,/,8%,/,0.5%,/,1.1%,3%
COc1cccc(NC(=O)CNC(=O)c2ccc(C)cc2)c1,2%,i,58,0.9%,4%,1%,1.6%,1.1,1.4%,0%

# Complete entries, looked up by structure. Order of screens: human PMI inhibition, T cell modulator, T cell modulator vesicle-bound %, UTI89 phage lysis, M1AAP inhibition, PMI inhibition, West Nile antiviral, TNAP activation fold, RSV antiviral HEp-2, P. falciparum M17LAP
# O=c1c2ccccc2c(/C=N/c2nnc(Cc3ccccc3)s2)c(O)n1-c1ccc(Cl)cn1 as listed: -26%, i, 39, -5.3%, 6%, -52%, -0.1%, 0.8, 1.9%, -14%
# CC(C)c1ccc(COc2ccc(C(=O)N3CCOCC3)cc2)cc1 as listed: 9%, i, 61, 0.2%, -8%, 8%, -1.1%, 1.1, 1.7%, 15%
# OCCNc1nc(Nc2ccccc2)nc2ccccc12 as listed: -5%, i, 53, 7.6%, -9%, -11%, -0.6%, 1.1, 3.1%, -16%

# Later entries:
SMILES,human PMI inhibition,T cell modulator,T cell modulator vesicle-bound %,UTI89 phage lysis,M1AAP inhibition,PMI inhibition,West Nile antiviral,TNAP activation fold,RSV antiviral HEp-2,P. falciparum M17LAP
O=C(NCc1cccc(Br)c1)c1cc(-c2ccccc2)nn1CC1CC(c2cccnc2)=NO1 (stereo not drawn),/,i,4,-0.4%,/,/,-0.2%,/,5.1%,/
COCCCNc1nc2nonc2nc1N1CCN(C2CCCC2)CC1,8%,i,14,0.2%,/,8%,0.2%,1,2.5%,/
CCn1c(=O)n(CC)c2cc(S(=O)(=O)N3CCOCC3)ccc21,11%,i,29,0.4%,4%,9%,0.1%,1.1,-0.6%,3%
COc1ccccc1NC(=O)CSc1nnnn1C1CCCCC1,/,i,45,1.2%,/,/,-0.7%,/,1.2%,/
CCOc1ccccc1C(=O)NC1CCN(Cc2ccccc2)CC1,/,i,59,-0.7%,/,/,-0.6%,/,0.1%,/
C=CCOc1ccc(Br)cc1/C=C1\NC(=S)N(C(C)=O)C1=O,/,i,36,0.2%,/,/,-1.2%,/,0.3%,/
Cc1c(C(=O)NC(C)c2ccc(-n3ccnc3)cc2)cccc1[N+](=O)[O-] (stereo not drawn),/,i,68,-0.1%,/,/,-0.6%,/,1.0%,/
Cc1c(C(=O)N2CCN(c3ccc(F)cc3)CC2)oc2c1C(=O)CCC2,/,i,48,0.2%,/,/,-0.1%,/,1.1%,/
COc1ccc(C(=O)NCCc2nnc(SCC(=O)Nc3ccc(Br)cc3)n2C)cc1,11%,i,36,-1.3%,8%,6%,-0.3%,1.3,-1.4%,-1%
O=S(=O)(NCCc1cn2ccccc2n1)c1ccc2c(c1)CCCC2,-36%,i,5,1.5%,5%,-32%,-0.3%,1.1,-0.2%,1%
Cc1cccc(CS(=O)(=O)c2ncc(CO)n2C)c1,/,i,46,0.3%,/,/,-0.1%,/,1.3%,/
O=c1[nH]c(N/N=C\c2ccc3c(c2)OCO3)nc2ccccc12,5%,i,58,0.4%,7%,2%,-0.4%,1.3,4.0%,-3%
Cc1[nH]c2ccccc2c1C(=O)C(=O)NCc1ccco1,6%,i,34,-0.2%,1%,5%,0.7%,1.1,0.2%,4%
Cc1c(NC(=O)c2ccc(Cl)c(S(=O)(=O)N3CCCCC3)c2)c(=O)n(-c2ccccc2)n1C,/,i,71,-0.1%,/,/,-0.8%,/,1.7%,/
CC(=O)NC(CC(C)C)C(=O)NC(CO)C(=O)NC(CCC(=O)O)C(=O)NC(C)C(=O)NC(CC(C)C)C(N)=O (stereo not drawn),/,i,20,0.9%,/,/,0.6%,/,1.0%,/
CCOc1cc(CO)cc(Br)c1OCC(N)=O,-2%,i,44,0.0%,-5%,-5%,0.6%,1,0.8%,-6%
CCOC(=O)N1CCC(N2CCCC(CO)(Cc3ccccc3C)C2)CC1 (stereo not drawn),11%,i,54,0.2%,-4%,8%,-0.5%,1.1,0.1%,-7%
O=C(CN1CCCCC1)Nc1ccccc1NC(=O)CN1CCCCC1,7%,i,26,0.7%,6%,6%,-0.8%,1.1,-0.2%,7%
CC(=O)Nc1ccc(S(=O)(=O)N2CCC(C(=O)NCCC(=O)Nc3nccs3)CC2)cc1,/,i,2,-0.1%,/,/,-0.1%,/,1.6%,/
CCN(CCCNC(=O)Cn1ncc2c([nH]c3ccc(C)cc32)c1=O)c1cccc(C)c1,/,i,2,1.1%,/,/,0.7%,/,0.4%,/
Cc1cc(C)c2c(CN3CCN(C/C=C/c4ccccc4)CC3)cc(=O)oc2c1,7%,i,22,0.6%,-1%,2%,-0.8%,1,?,-12%
O=C(CN1CCCCCCC1)Nc1cc(Cl)cc(Cl)c1,0%,i,24,-1.8%,-7%,6%,-0.3%,1.1,3.6%,-6%
Cc1[nH]nc2c1C(c1ccccn1)N(c1ccc(Br)cc1)C2=O (stereo not drawn),-3%,i,23,-0.1%,-2%,0%,-0.5%,1.1,1.0%,4%
CNC(=O)c1csc(-c2ccc(C)cc2)n1,0%,i,23,6.3%,5%,4%,0.3%,1.1,1.0%,-2%
COc1ccc(NC(=O)N[C@@H](CCSC)C(=O)O)cc1Cl,2%,i,13,-0.2%,2%,0%,0.0%,1.1,3.1%,20%
SMILES,human PMI inhibition,T cell modulator,T cell modulator vesicle-bound %,UTI89 phage lysis,M1AAP inhibition,PMI inhibition,West Nile antiviral,TNAP activation fold,RSV antiviral HEp-2,P. falciparum M17LAP
COc1ccccc1C(=O)Nc1ccc2c(c1)nc1n2CCN(Cc2ccccc2)C1,-45%,i,26,-0.5%,-7%,-36%,-0.1%,1.1,7.5%,-6%
Cc1ccc(OCC(O)CN2CCc3ccccc3C2)c(C)c1 (stereo not drawn),/,i,28,0.9%,/,/,-0.2%,/,0.2%,/
O=C(NC1CCOCC1)C1CCC(=O)N(CCc2cccc(F)c2)C1 (stereo not drawn),/,i,67,0.8%,/,/,1.0%,/,1.1%,/
O=c1c2c(nc3nc(COc4ccccc4)[nH]n13)CCC2,6%,i,42,?,8%,4%,0.5%,1.1,2.9%,14%
CCOc1ccccc1N(CC(=O)NCCSc1ccccn1)S(=O)(=O)c1ccc(C)cc1,/,i,36,-0.1%,/,/,-1.4%,/,5.4%,/
CC(=O)NNc1ncnc2c1cnn2-c1ccc(C)c(Cl)c1,1%,i,35,0.3%,9%,4%,0.1%,2.2,-0.9%,5%
Brc1cc2[nH]cnc2c2ccccc12,28%,i,49,-4.3%,-2%,16%,0.1%,1.1,28%,5%
